BaF3 tox – reduces parental Ba/F3 cell viability, JAK2V617F counter-screen | AID 1486 | 220,000 tested, 1.1% active | CellTiter-Glo ATP luminescence | inhibition, % at 5.6 µM;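 active = inhibition above a per-campaign cutoff, the mean inhibition of all tested compounds plus 3 SD, cut at about 27% in these data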;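 note: 0% = DMSO wells and 100% = JAK Inhibitor I control wells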
S1P4 agonist – human S1P4 receptor agonism | O95977 | activation, % at 4.98 µM | S1P4-expressing cell line, agonist reporter assay | 220,000 tested, 0.35% active | AID 1509; in the data active = activation above about 11%;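 note: 0% = DMSO vehicle and 100% = reference agonist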
Target sequence (O95977 whole entry, looked up): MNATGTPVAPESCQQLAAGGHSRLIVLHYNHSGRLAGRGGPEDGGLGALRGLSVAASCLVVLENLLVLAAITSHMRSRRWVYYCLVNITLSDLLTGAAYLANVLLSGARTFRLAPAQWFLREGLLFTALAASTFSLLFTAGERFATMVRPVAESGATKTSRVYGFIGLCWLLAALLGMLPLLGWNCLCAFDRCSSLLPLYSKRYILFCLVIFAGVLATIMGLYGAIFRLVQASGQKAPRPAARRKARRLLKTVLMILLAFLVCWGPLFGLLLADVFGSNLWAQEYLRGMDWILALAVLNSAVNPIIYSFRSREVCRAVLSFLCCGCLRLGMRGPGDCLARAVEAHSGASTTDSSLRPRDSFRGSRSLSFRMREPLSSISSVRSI
NPY2 pot ag – potentiators or agonists of human neuropeptide Y receptor Y2. P49146. cells expressing NPY-Y2, potentiator/agonist read-out. activation, % at 3.6 µM. 220,000 tested, 0.45% active; in the data active = activation above about 27%;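 note: cells stimulated with NPY near EC25 plus isoproterenol at EC100; 0% = vehicle plus submaximal agonist and 100% = vehicle plus saturating agonist; some results beyond the cut were filed as inactive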
NPY1 pot ag – human NPY-Y1 potentiation or agonism, primary screen; P25929; NPY-Y1 expressing cells, potentiator/agonist activation; activation, % at 3.6 µM; 220,000 tested, 0.37% active; in the data active = activation above about 33%, passing the limit was not always enough;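 note: cells stimulated with NPY at EC10 then isoproterenol at EC100; 0% = low agonist plus stimulus and 100% = saturating agonist plus stimulus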
CHOP inhibitor – inhibitors of CHOP induction in ER stress response; CHO-K1 CHOP-promoter luciferase, tunicamycin-induced, 15-18 h; inhibition, % at 10 µM; 220,000 tested, 3.8% active; AID 2732;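 active = compounds that reduced the stress-induced luciferase reporter signal by more than about 70% of percent inhibition, limit read from the data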;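 note: 0% = tunicamycin plus vehicle and 100% = wells without tunicamycin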
NPY Y1 blocker – NPY-Y1 (human) receptor antagonism. HEK293-CNG Y1 cells, membrane potential fluorescence; NPY at EC95, then isoproterenol. P25929. 200,000 tested, 1% active. inhibition, % at 3.6 µM. AID 1040;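 active = inhibition above the campaign mean inhibition of all tested compounds plus 3 SD, cut at about 20% in these data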;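 note: 0% = DMSO wells given NPY plus isoproterenol and 100% = isoproterenol alone without NPY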
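Material: HEK293 cells with Y1 receptor plus CNG channel; times: compound incubation 1 h at room temperature, readout 45 min post-stimulation; signal: fluorescence, membrane potential probe; read-out basis: fluorescence ratio normalized to % inhibition between controls; benchmarks: full-block control isoproterenol-only wells, zero-block control NPY plus isoproterenol wells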
p47phox inh – blocks human p47phox regulatory protein of NADPH oxidases | P14598 | p47phox/p22phox peptide binding, fluorescence polarization, 2 h | inhibition, % at 24.7 µM | 220,000 tested, 0.53% active | AID 1274;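 active = inhibition above about 30%, limit read from the data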;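 note: 0% = p47phox with labelled peptide and 100% = labelled peptide alone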
Target sequence (P14598 whole entry, looked up): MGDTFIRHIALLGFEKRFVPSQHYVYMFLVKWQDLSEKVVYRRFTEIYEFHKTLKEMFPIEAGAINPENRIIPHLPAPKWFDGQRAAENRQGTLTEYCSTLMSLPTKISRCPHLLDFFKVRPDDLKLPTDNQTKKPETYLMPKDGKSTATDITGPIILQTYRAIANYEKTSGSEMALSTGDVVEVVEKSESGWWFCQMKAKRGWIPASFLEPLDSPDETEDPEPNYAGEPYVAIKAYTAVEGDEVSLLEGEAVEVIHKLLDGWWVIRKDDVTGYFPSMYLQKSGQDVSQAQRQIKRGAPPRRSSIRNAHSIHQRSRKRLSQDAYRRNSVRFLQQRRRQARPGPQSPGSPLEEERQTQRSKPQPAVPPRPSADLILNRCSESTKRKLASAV
S1P4 antagonist – antagonists of human S1P4 receptor; AID 1510; 220,000 tested, 0.26% active; O95977; S1P4-expressing cells, antagonist mode, reporter read-out; inhibition, % at 4.98 µM; in the data active = inhibition above about 29%;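 note: 0% = wells stimulated with agonist and 100% = vehicle wells without agonist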
Ba/F3 V617F tox – lowers viability of Ba/F3 cells expressing EpoR and JAK2V617F | inhibition, % at 5.6 µM | ATP luminescence | AID 1446 | 220,000 tested, 1.1% active;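 active = inhibition above the campaign mean plus 3 SD over all tested compounds, cut at about 24% in these data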;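 note: cytokine-independent growth of Ba/F3 cells driven by EpoR plus mutant JAK2; 0% = DMSO-treated cells and 100% = JAK inhibitor I control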
Numbers without * were called inactive; · = no result given.

SMILES | BaF3 tox | S1P4 agonist | NPY2 pot ag | NPY1 pot ag | CHOP inhibitor | NPY Y1 blocker | p47phox inh | S1P4 antagonist | Ba/F3 V617F tox
CCOC(=O)C1=C(c2ccccc2)NC(=O)NC1c1ccc(N(C)C)cc1 (stereo not given) | 1 | -0.1 | -9 | -12 | 14 | 4 | -8 | -20 | 0
CCCC(=O)Nc1ccc(N2CCN(C(=O)CCC)CC2)cc1 | 4 | 1.0 | -24 | 1 | -14 | -1 | -2 | -2 | -2
CCOC(=O)c1sc2nc(NC(=O)C(C)(C)C)sc2c1C | 6 | 4.1 | -4 | 12 | 77* | 1 | -2 | 7 | -1
Clc1ccc2c(c1)-c1[nH]ncc1CS2 | 1 | 1.7 | 11 | 10 | 18 | · | -12 | -17 | -3
CC(NC(=O)C(=O)NCCCn1ccnc1)c1ccccc1 (stereo not given) | 1 | -0.4 | 2 | 17 | -25 | -3 | -7 | -11 | -5
COc1ccc(OCCCC(=O)NCCc2ccccc2)cc1 | 6 | -0.8 | -16 | 9 | 12 | -1 | -4 | -21 | 2
COc1ccc(/C=C/C(=O)O)cc1S(=O)(=O)N1CCCc2ccccc21 | 3 | 1.9 | -8 | 9 | 8 | -1 | -19 | -2 | -2
Cc1ccc(NC(=O)c2c([N+](=O)[O-])c(C(C)(C)C)nn2C)c(C)c1 | 4 | 1.9 | 1 | -23 | 34 | 7 | 0 | -21 | -2
O=C(CSc1nnc(-c2cccnc2)o1)Oc1ccccc1 | -1 | -0.8 | 5 | -11 | 14 | -3 | -6 | 2 | -2
COc1ccc(NC(=O)Nc2cc(F)ccc2C)cc1 | 8 | 0.3 | 2 | 18 | 20 | 2 | -8 | -12 | 1
Cc1ccc(OCCCC(=O)Nc2nnc(C3CCCO3)s2)c(C)c1 (stereo not given) | 4 | 1.5 | 6 | 13 | 28 | -1 | -17 | -4 | 1
CSc1nnc(C)c(=O)n1COC(=O)c1ccc(S(=O)(=O)N2CCCC2)cc1 | 3 | -0.9 | 8 | -5 | 3 | -1 | -7 | -14 | -2
O=c1[nH]c(SCc2ccc(Cl)cc2)nc2c1CCC2 | 2 | -1.0 | -8 | 0 | 30 | 1 | -7 | -13 | -1
COc1cc(CC(=O)OCC(=O)Nc2ncc(Cl)cc2Cl)cc(OC)c1OC | 5 | -0.9 | 6 | -4 | 10 | -9 | -8 | -12 | 0
COC(=O)c1cc(OC)nc2ccc(Br)cc12 | -1 | -0.9 | -7 | -8 | 5 | · | -3 | 2 | -3
O=C(c1cccs1)[C@@H]1[C@@H]2C(=O)N(Cc3ccc4c(c3)OCO4)C(=O)[C@@H]2C2c3ccccc3C=CN21 (stereo not given in full) | 2 | 0.5 | -5 | 8 | 20 | 3 | -95 | -19 | 1
N#Cc1c(-c2ccco2)ccn(Cc2cccc(F)c2)c1=O | 5 | 0.3 | -7 | -6 | 24 | 1 | -2 | -10 | -1
Cn1c(=O)c2[nH]cnc2n(-c2ccccc2)c1=O | 4 | -0.3 | -3 | 11 | 45 | -2 | -12 | -7 | -1
CN1C(=S)N(c2cccnc2)C(=O)/C1=C\c1ccc(C(C)(C)C)cc1 | 6 | -0.1 | 24 | 11 | 43 | -3 | -15 | 28 | 0
CC(=O)NCCc1nc2ccccc2[nH]1 | 2 | -1.7 | -6 | 10 | 37 | -2 | -20 | 0 | 3
CCOC(=O)CSc1nc2sc(C)c(C)c2c(=O)[nH]1 | 2 | 0.0 | 4 | 0 | 26 | 1 | -15 | 3 | -5
CN(/N=C/c1cccs1)c1cc(=O)n(C)c(=O)[nH]1 | 2 | 1.3 | -8 | -7 | -15 | 0 | 11 | -15 | -2
CCOC(=O)Cc1csc(NC(=O)c2cc3ccccc3o2)n1 | 3 | 0.4 | 9 | -19 | -8 | 8 | 5 | -11 | -3
Cc1csc(NC(=O)CSc2nc3ccccc3c(=O)[nH]2)n1 | 1 | 1.9 | 12 | -12 | 21 | 8 | -11 | -12 | -3
O=C(NCCc1ccccc1)C(=O)NCC1CCNCC1 | 7 | 0.8 | -2 | -2 | -2 | -2 | 3 | 19 | 5
CCN1CCN(CC(O)COCc2ccccc2)CC1 (stereo not given) | -3 | -1.8 | 4 | 4 | -17 | -1 | 8 | -6 | -3
CCOC(=O)c1cnc2c(OC)cccc2c1NCc1cccnc1 | 2 | -0.5 | -14 | -23 | -16 | 5 | 2 | 5 | 4
CCOc1ccc(OCC)c(S(=O)(=O)NC2CC(C)(C)NC(C)(C)C2)c1 | 2 | 1.7 | 0 | -8 | 3 | 12 | 6 | -4 | -2
COc1cc(NC(=O)Cc2cccs2)cc(OC)c1 | 2 | 2.1 | 14 | 10 | 5 | 0 | -6 | 13 | -4
Cc1cc2nc(C)n3c4ccccc4nc3n2n1 | 3 | 0.9 | -14 | -11 | 12 | -4 | -14 | -18 | 1
CCOC(=O)c1c(NC(C)=O)sc2c(OC)cccc12 | -2 | -0.1 | 4 | -7 | -21 | 3 | 5 | -12 | -4
Cc1cc(C(F)(F)F)n(-c2ccc(N)cc2)n1 | 7 | 1.8 | 12 | 15 | 1 | 0 | 1 | -19 | -2
CCCN1Cc2cccc(C(=O)NCc3ccccc3)c2C1=O | 3 | 0.1 | -9 | 3 | 3 | -6 | 3 | -19 | 2
COc1ccc(C(=O)c2nc3c(n2O)CCCCC3)cc1 | 0 | 0.0 | -5 | -8 | 7 | 2 | -18 | -11 | -1
CCOC(=O)CNC(=O)c1ccc2[nH]c3c(c2c1)CCCC3 | 5 | 1.4 | -17 | -20 | 21 | 6 | -4 | -5 | 4
O=C(CC12CC3CC(CC(Br)(C3)C1)C2)NC1=NCCS1 | 4 | -0.1 | 2 | -16 | 9 | 6 | 8 | -11 | 2
COc1ccc(-c2nnc(SCCc3ccccc3)n2N)cc1 | 6 | 0.8 | -23 | -1 | 33 | 4 | -10 | -1 | -4
CCOc1ccc(NC(=O)/C=C/c2ccccc2)c([N+](=O)[O-])c1 | -5 | -3.5 | -4 | 0 | 4 | 5 | -9 | -20 | 9
O=C(OC1CSc2nc3ccccc3n2C1)c1ccco1 (stereo not given) | 5 | -0.1 | 7 | 1 | 24 | -4 | -2 | -9 | 1
COC(=O)c1ccc(Cn2c(C)cc(C)[n+]2C)o1 | 2 | 2.4 | -10 | 4 | 73* | -1 | 1 | -3 | 2
COc1ccc(C2OC(=O)CC2C(=O)NCc2ccccc2Cl)cc1OC (stereo not given) | 2 | 0.5 | 17 | 3 | 8 | 1 | -12 | -19 | -3
Cc1nnc2ccc(-c3cccc(NC(=O)c4ccco4)c3)nn12 | 6 | -0.7 | -4 | -2 | 18 | -1 | -5 | 1 | 2
O=C(NCc1cccnc1)NC1(c2ccccc2)CC1 | 1 | 1.5 | 3 | -2 | -13 | 3 | -8 | -18 | 1
COc1ccc(-c2noc(CN(C)S(=O)(=O)c3ccc(C)cc3)n2)cc1 | 0 | -0.4 | 7 | -9 | 49 | -3 | -11 | -18 | -4
FC(F)(F)c1ccccc1NC(=S)NN=C1CCCCCC1 | 0 | 7.1 | -10 | 16 | 28 | -4 | -14 | 4 | -2
CCCCC(=O)NC(NC(=O)CCCC)c1ccc(OCCC)c(OC)c1 | 3 | 0.0 | -4 | 4 | 15 | -1 | -12 | 1 | 0
CCOC(=O)c1sc(-c2ccccc2)cc1N | -1 | 4.4 | -7 | -21 | 60 | 7 | -6 | -10 | 3
O=C(Nc1nnc(CCc2ccccc2)s1)c1cccs1 | 1 | -0.1 | -14 | -13 | -6 | 6 | 2 | -2 | -1
CCc1ccccc1-n1c(-c2ccncc2)n[nH]c1=S | 7 | 0.6 | 12 | 16 | -26 | -4 | -10 | 2 | -1
O=C(O)CCNS(=O)(=O)c1ccccc1C(F)(F)F | 3 | 0.6 | 11 | 8 | -5 | 0 | 2 | -6 | -1
COc1ccc([N+](=O)[O-])cc1NC(=S)NC(NC(C)=O)C(Cl)(Cl)Cl (stereo not given) | 8 | 0.2 | 5 | -3 | 18 | · | -5 | -2 | 5
CCOc1ccc(CCNC(=O)c2cccnc2N2CCCC2)cc1OCC | -4 | -0.9 | 2 | -11 | 30 | 2 | -6 | -20 | -5
O=C(CCSCc1ccccc1F)NCCc1ccccc1 | 3 | 1.7 | -16 | 0 | 17 | 5 | -14 | 2 | -3
Cc1ccc[n+](Cc2ccc([N+](=O)[O-])cc2)c1 | 11 | -0.4 | -10 | 6 | 4 | 4 | 0 | 5 | 2
CCOc1ccc(OCC)c(NC(=O)CC2Oc3ccc(C)cc3NC2=O)c1 (stereo not given) | 0 | -2.4 | -3 | 11 | 30 | 0 | -18 | -9 | -5
O=C(CCN1C(=O)c2cccc3cccc(c23)C1=O)NCc1cccnc1 | 7 | 1.1 | 6 | -9 | 5 | -2 | -10 | -16 | 3
Cc1nn(C)c(C)c1S(=O)(=O)Nc1ccc2c(c1)OCO2 | 5 | 0.3 | -18 | -2 | 5 | -2 | -5 | 2 | 2

Gathered by group: the entries above containing a halogen.
SMILES | BaF3 tox | S1P4 agonist | NPY2 pot ag | NPY1 pot ag | CHOP inhibitor | NPY Y1 blocker | p47phox inh | S1P4 antagonist | Ba/F3 V617F tox
Clc1ccc2c(c1)-c1[nH]ncc1CS2 | 1 | 1.7 | 11 | 10 | 18 | · | -12 | -17 | -3
COc1ccc(NC(=O)Nc2cc(F)ccc2C)cc1 | 8 | 0.3 | 2 | 18 | 20 | 2 | -8 | -12 | 1
O=c1[nH]c(SCc2ccc(Cl)cc2)nc2c1CCC2 | 2 | -1.0 | -8 | 0 | 30 | 1 | -7 | -13 | -1
COc1cc(CC(=O)OCC(=O)Nc2ncc(Cl)cc2Cl)cc(OC)c1OC | 5 | -0.9 | 6 | -4 | 10 | -9 | -8 | -12 | 0
COC(=O)c1cc(OC)nc2ccc(Br)cc12 | -1 | -0.9 | -7 | -8 | 5 | · | -3 | 2 | -3
N#Cc1c(-c2ccco2)ccn(Cc2cccc(F)c2)c1=O | 5 | 0.3 | -7 | -6 | 24 | 1 | -2 | -10 | -1
Cc1cc(C(F)(F)F)n(-c2ccc(N)cc2)n1 | 7 | 1.8 | 12 | 15 | 1 | 0 | 1 | -19 | -2
O=C(CC12CC3CC(CC(Br)(C3)C1)C2)NC1=NCCS1 | 4 | -0.1 | 2 | -16 | 9 | 6 | 8 | -11 | 2
COc1ccc(C2OC(=O)CC2C(=O)NCc2ccccc2Cl)cc1OC (stereo not given) | 2 | 0.5 | 17 | 3 | 8 | 1 | -12 | -19 | -3
FC(F)(F)c1ccccc1NC(=S)NN=C1CCCCCC1 | 0 | 7.1 | -10 | 16 | 28 | -4 | -14 | 4 | -2
O=C(O)CCNS(=O)(=O)c1ccccc1C(F)(F)F | 3 | 0.6 | 11 | 8 | -5 | 0 | 2 | -6 | -1
COc1ccc([N+](=O)[O-])cc1NC(=S)NC(NC(C)=O)C(Cl)(Cl)Cl (stereo not given) | 8 | 0.2 | 5 | -3 | 18 | · | -5 | -2 | 5
O=C(CCSCc1ccccc1F)NCCc1ccccc1 | 3 | 1.7 | -16 | 0 | 17 | 5 | -14 | 2 | -3
